High-throughput results as filed in PubChem.
BAP1 block: inhibitors of human BAP1 deubiquitinase; recombinant BAP1, Ub-AMC hydrolysis fluorescence kinetic; hits give low values; activity remaining (% of control), % at 20 µM; Q92560; AID 436; hit rate 0.48% among 72,000;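 active = activity remaining at or below 50% of control, provided the compound also passes the data quality filters; inactive = the rest, including low values that fail the filters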;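 also: 100% = DMSO wells rate and 0% = substrate alone blank rate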
Target sequence (Q92560 whole entry, looked up): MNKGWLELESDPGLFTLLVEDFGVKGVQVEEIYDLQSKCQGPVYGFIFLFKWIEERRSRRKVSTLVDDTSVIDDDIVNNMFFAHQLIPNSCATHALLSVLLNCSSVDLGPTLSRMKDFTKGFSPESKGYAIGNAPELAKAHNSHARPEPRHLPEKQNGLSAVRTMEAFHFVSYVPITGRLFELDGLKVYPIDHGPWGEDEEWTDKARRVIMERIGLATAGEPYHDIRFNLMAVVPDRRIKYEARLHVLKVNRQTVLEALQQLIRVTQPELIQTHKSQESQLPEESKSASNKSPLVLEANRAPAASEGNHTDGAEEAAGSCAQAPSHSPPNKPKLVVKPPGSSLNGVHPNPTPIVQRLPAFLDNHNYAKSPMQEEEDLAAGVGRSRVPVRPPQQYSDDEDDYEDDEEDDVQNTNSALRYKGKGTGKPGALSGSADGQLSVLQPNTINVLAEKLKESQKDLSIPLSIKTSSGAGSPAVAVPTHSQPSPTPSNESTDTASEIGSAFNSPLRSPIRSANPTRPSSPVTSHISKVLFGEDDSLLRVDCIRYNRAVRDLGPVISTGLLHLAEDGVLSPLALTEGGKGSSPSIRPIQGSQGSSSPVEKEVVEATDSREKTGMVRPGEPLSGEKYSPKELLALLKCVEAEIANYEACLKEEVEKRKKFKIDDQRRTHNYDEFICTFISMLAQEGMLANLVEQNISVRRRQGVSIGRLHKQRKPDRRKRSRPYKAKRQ
HePTP inh: human HePTP phosphatase inhibition | inhibition, % at 20 µM | hit rate 0.64% among 110,000 | recombinant HePTP phosphatase activity, OD absorbance; in the data active = inhibition above about 50%;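 also: plate controls were vehicle for no effect and reference inhibitor for full effect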
Target sequence (P35236 whole entry, looked up): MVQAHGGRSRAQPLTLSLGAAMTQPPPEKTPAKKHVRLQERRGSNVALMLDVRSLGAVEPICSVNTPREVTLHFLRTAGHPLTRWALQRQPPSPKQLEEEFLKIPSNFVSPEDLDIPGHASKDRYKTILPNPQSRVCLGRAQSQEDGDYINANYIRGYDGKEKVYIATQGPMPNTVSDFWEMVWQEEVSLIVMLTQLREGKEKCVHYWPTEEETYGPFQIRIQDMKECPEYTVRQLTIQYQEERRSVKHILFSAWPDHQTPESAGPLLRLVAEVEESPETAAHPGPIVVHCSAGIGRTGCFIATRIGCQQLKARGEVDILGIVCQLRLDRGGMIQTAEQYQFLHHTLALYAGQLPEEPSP
Starred values were filed as active, the others as inactive; & = joins results of further samples.

Screening O=C(Nc1ccc2ccccc2c1)c1cc([N+](=O)[O-])ccc1Br returned HePTP inh 4.0.
CC(=O)C1=C(O)CC(C)(C)CC1=NCCc1ccccc1 was read as HePTP inh 5.6.
For Cc1ccc(N(CN2CCCC2=O)C(=O)c2ccc(OC(C)C)cc2)cc1 the results were BAP1 block 106.8 and HePTP inh -0.1.
Screening Cc1nn(Cc2ccc(F)cc2)c(C)c1NC(=O)c1cc(-c2ccc3c(c2)OCO3)on1 returned BAP1 block 60.5 and HePTP inh 8.8.
For Cc1ccc(S(=O)(=O)NC2=NCN(C3CCN(Cc4ccccc4)CC3)CN2)cc1 the results were BAP1 block 102.2 and HePTP inh -1.9.
O=C(c1ccc(Cl)cc1)N1CCN(c2ccc(C(F)(F)F)cc2[N+](=O)[O-])CC1 was read as BAP1 block 141.2 and HePTP inh 5.1.
Cc1ccc(-c2csc(/C(C#N)=C/c3cccc4ccccc34)n2)cc1 was read as HePTP inh -10.2.
For O=C(Nc1cccc(Cl)c1)c1cc2c(=O)oc3ccccc3c2s1 the results were BAP1 block 76.1.
For COc1ccc(Cc2nc(-c3ccccc3)no2)cc1 the results were BAP1 block 92.0 and HePTP inh 2.6.
CCOc1cc(/C=C2\SC(=S)N(NC(=O)c3ccccc3Br)C2=O)ccc1O was read as HePTP inh -13.9.
O=C1NN(c2ccccc2)C(=O)/C1=C/c1ccc(OCCOc2ccccc2)cc1 was read as HePTP inh 3.7.
CCOC(=O)Cc1c(C)nc2c(C#N)c(C)nn2c1C was read as BAP1 block 92.3 and HePTP inh -3.3.
CCOc1cc(NC(=O)C2CCCO2)c(OCC)cc1NC(C)=O (stereo not drawn) was read as BAP1 block 95.5 and HePTP inh 3.1.
`C[n+]1ccc(/C=C/c2ccc(O)cc2)cc1` gave HePTP inh -14.0.
`O=C1C2C3C=CC(C3)C2C(=O)N1CNc1ccccc1` (stereo not drawn) gave HePTP inh -0.6&13.2.
For O=C1CC(=O)N(c2ccc3ccccc3c2)C(=S)N1 the results were HePTP inh -8.8.
For COc1cccc2c(=O)c(C/C=C(/C)Cl)c(C)[nH]c12 the results were BAP1 block 66.5 and HePTP inh -9.2.
For CSc1ccc(S(=O)(=O)NCCSc2nc3ccccc3s2)cc1 the results were HePTP inh 4.6.
For c1coc(CN2CN=C(Nc3nc4ccccc4s3)NC2)c1 the results were BAP1 block 97.8 and HePTP inh -12.3.
For CCOC(=O)CN1C(=O)/C(=C2\SC(=O)NC2=O)c2ccccc21 the results were HePTP inh -9.8.
For O=C1c2ccccc2NC(c2ccc(F)cc2)N1c1ccc(Cl)cc1 (stereo not drawn) the results were HePTP inh -19.6.
Screening CC1CC(C)CN(C(=O)COC(=O)c2cc3ccccc3cc2O)C1 (stereo not drawn) returned BAP1 block 82.4 and HePTP inh -1.2.
`Cc1ccc(NC(=O)CCCOc2ccc(Cl)cc2Cl)c(Br)c1` gave HePTP inh -1.7.
For CC1CC(C)CN(C(=O)Cn2c(=O)n(CCCCC(=O)NCc3ccco3)c(=O)c3ccccc32)C1 (stereo not drawn) the results were BAP1 block 102.5 and HePTP inh 3.3.

A run of entries of the results above, as a working copy:
CCOC(=O)Cc1c(C)nc2c(C#N)c(C)nn2c1C was read as BAP1 block 92.3 and HePTP inh -3.3.
CCOc1cc(NC(=O)C2CCCO2)c(OCC)cc1NC(C)=O (stereo not drawn) was read as BAP1 block 95.5 and HePTP inh 3.1.
`C[n+]1ccc(/C=C/c2ccc(O)cc2)cc1` gave HePTP inh -14.0.
`O=C1C2C3C=CC(C3)C2C(=O)N1CNc1ccccc1` (stereo not drawn) gave HePTP inh -0.6&13.2.
For O=C1CC(=O)N(c2ccc3ccccc3c2)C(=S)N1 the results were HePTP inh -8.8.
For COc1cccc2c(=O)c(C/C=C(/C)Cl)c(C)[nH]c12 the results were BAP1 block 66.5 and HePTP inh -9.2.
For CSc1ccc(S(=O)(=O)NCCSc2nc3ccccc3s2)cc1 the results were HePTP inh 4.6.
For c1coc(CN2CN=C(Nc3nc4ccccc4s3)NC2)c1 the results were BAP1 block 97.8 and HePTP inh -12.3.
For CCOC(=O)CN1C(=O)/C(=C2\SC(=O)NC2=O)c2ccccc21 the results were HePTP inh -9.8.
For O=C1c2ccccc2NC(c2ccc(F)cc2)N1c1ccc(Cl)cc1 (stereo not drawn) the results were HePTP inh -19.6.
Screening CC1CC(C)CN(C(=O)COC(=O)c2cc3ccccc3cc2O)C1 (stereo not drawn) returned BAP1 block 82.4 and HePTP inh -1.2.
`Cc1ccc(NC(=O)CCCOc2ccc(Cl)cc2Cl)c(Br)c1` gave HePTP inh -1.7.
For CC1CC(C)CN(C(=O)Cn2c(=O)n(CCCCC(=O)NCc3ccco3)c(=O)c3ccccc32)C1 (stereo not drawn) the results were BAP1 block 102.5 and HePTP inh 3.3.

Following part.
For CC1Oc2ccccc2N(Cc2ccccc2Cl)C1=O (stereo not drawn) the results were BAP1 block 79.8 and HePTP inh 13.1.
For CCOC(=O)c1c(N)sc2c1CCCCCC2 the results were HePTP inh 17.0.
For CCOc1ccc(-c2nnn(CC(=O)NCc3ccc(F)cc3)n2)cc1OCC the results were BAP1 block 98.7 and HePTP inh 7.5.
`COc1cc(NC(=O)c2c(F)c(F)c(F)c(F)c2F)c(OC)cc1Cl` gave BAP1 block 101.1 and HePTP inh -0.1.
CCOc1cc(/C=C2/NC(=S)NC2=O)cc(Cl)c1OCC was read as HePTP inh 5.8.
`CN(C)S(=O)(=O)c1ccc(NC(=O)C2COc3ccccc3O2)cc1` (stereo not drawn) gave BAP1 block 100.2 and HePTP inh 7.8.
`CCn1c(CNC(=O)c2ccccc2)nc2ccccc21` gave BAP1 block 91.3.
CC(C)CNC(=O)c1ccccc1NC(=O)Cc1ccc(Cl)cc1 was read as HePTP inh 1.8.
CC1CN(Cc2c(O)ccc3c(-c4ccccc4)cc(=O)oc23)CC(C)O1 (stereo not drawn) was read as HePTP inh -23.5.
For COc1cccc(/C=N/Nc2nc(-c3ccccc3)nc(C)c2C)c1O the results were HePTP inh -3.7.
CCOc1cccc(NC(=O)CSc2nncn2N)c1 was read as BAP1 block 87.4 and HePTP inh 9.9.
For NCCS the results were BAP1 block 96.6.
`Cc1cccc(N2CCN(S(C)(=O)=O)CC2)c1C` gave BAP1 block 88.3 and HePTP inh -9.5&4.0.
Screening COc1ccc(CNc2ccc(Br)cc2C(=O)O)c(OC)c1 returned HePTP inh 77.4*.
Screening O=C(N/N=C\c1cc(Br)cc(I)c1O)c1ccc(Br)cc1 returned HePTP inh 6.3.
`COc1ccc(C)cc1NC(=O)CSc1nnc(-c2ccc(Br)cc2)o1` gave BAP1 block 84.3 and HePTP inh 4.3.
COC(=O)c1ccc(C)c(NC(=O)CN(c2cc(OC)ccc2OC)S(C)(=O)=O)c1 was read as BAP1 block 88.9 and HePTP inh 0.3.
Oc1ccc(-c2nc3ccccn3c2NCc2ccc3c(c2)OCO3)cc1 was read as BAP1 block 97.8 and HePTP inh 0.6.
Screening COc1cc(CNCc2c[nH]c3ccccc23)cc(OC)c1OC returned HePTP inh 1.0.
Screening Nc1cc(C(=O)O)ccc1Nc1ccccc1 returned BAP1 block 89.1 and HePTP inh 4.6.
Screening COc1ccc(-c2oc(/N=C/N3CCOCC3)c(C#N)c2-c2ccc(OC)cc2)cc1 returned HePTP inh -1.2.
Screening CCOC(=O)c1cc2c(=O)n3ccccc3nc2n(CCOC)c1=NC(=O)C(C)(C)C returned HePTP inh -8.5.
COc1ccc(OCCNC(=S)Nc2cccc3ccccc23)cc1 was read as HePTP inh 8.7.
CN(c1ccccc1)C(c1ccc(F)cc1)c1nnnn1C1CCCC1 (stereo not drawn) was read as BAP1 block 57.1 and HePTP inh 12.4.
Screening COc1cc(OC)c(OC)cc1C=Nc1c(C)n(C)n(-c2ccccc2)c1=O returned BAP1 block 53.5.
O=C1C2C3C=CC(C3)C2C(=O)N1CCCO (stereo not drawn) was read as BAP1 block 59.6&135.9 and HePTP inh 3.7.
`O=C(Nc1cccc([N+](=O)[O-])c1)c1cccc(S(=O)(=O)N(CCO)CCO)c1` gave HePTP inh -13.3.
CCOC(=O)c1c(C)c(C(=O)NCC2CCCO2)c(C)n1C (stereo not drawn) was read as BAP1 block 97.1 and HePTP inh -15.3.
CNc1cc([N+](=O)[O-])ccc1N/C=C\C(=O)c1ccc2c(c1)OCO2 was read as HePTP inh -3.1.
`COC(=O)COc1cccc(NC(=O)c2ccccc2)c1` gave BAP1 block 55.2 and HePTP inh 6.3.
`CCOC(=O)c1ccc(N2C(=O)CC(N3CC(C)OC(C)C3)C2=O)cc1` (stereo not drawn) gave BAP1 block 89.9 and HePTP inh -6.3.
`Cc1cccc(NC(=O)C2CCCN(C(=O)NC3CCCCC3)C2)c1C` (stereo not drawn) gave BAP1 block 92.9 and HePTP inh 4.1.
O=C(CCCN1C(=O)/C(=C\c2cccc(Br)c2)SC1=S)Nc1ccc(F)cc1 was read as HePTP inh 7.5.
For COCCn1c(SCc2ccc(C(=O)OC)o2)nc2cc(Cl)ccc2c1=O the results were BAP1 block 55.1 and HePTP inh 0.3.
Screening CC12C(=O)N(Cc3ccccc3)C(=O)C1C1C=CC2C1 (stereo not drawn) returned BAP1 block 69.9 and HePTP inh 5.0.
`CCOc1ccccc1C(=O)Nc1cc(C)ccc1C` gave HePTP inh -0.9.
`COc1ccc(-c2nnc(NC(=O)c3ccccc3OC)s2)cc1OC` gave HePTP inh -0.3.
Screening CCCCN(C(=O)Cn1nnc2ccccc21)C(C(=O)NCCOC)c1ccc(OC)cc1 (stereo not drawn) returned BAP1 block 105.0 and HePTP inh 6.2.
`O=C(c1cccc(Cl)c1)N1CCN(Cc2ccccc2[N+](=O)[O-])CC1` gave HePTP inh -3.7.
Screening O=C(Nc1ccc(NC(=S)NC(=O)c2ccco2)cc1)c1cccc(Cl)c1 returned HePTP inh 3.7.
Screening O=C(Nc1ccccc1)N1CCCCC1c1cccnc1 (stereo not drawn) returned BAP1 block 106.7 and HePTP inh 6.0.
For CC(C)(O)C#Cc1ccc(C(=O)N2CCCC2C(=O)O)s1 (stereo not drawn) the results were BAP1 block 113.8 and HePTP inh 6.7.
O=C(CSc1ccc2c(c1)OCCO2)NCCN1C(=O)CSC1=O was read as BAP1 block 113.5 and HePTP inh 2.7.
For O=C(O)CN1C(=O)/C(=C\c2cccc3ccccc23)SC1=S the results were HePTP inh -9.4.
Screening O=C1N=C(N2CCOCC2)S/C1=C\c1c(Cl)cccc1Cl returned HePTP inh -9.2.
Screening CCOC(=O)c1c(NC(=O)c2ccc(C(=O)c3ccccc3)cc2)sc2c1CCC2 returned HePTP inh 5.7.
Screening c1ccc(-c2nc(NCC3CCCO3)c3ccccc3n2)nc1 (stereo not drawn) returned BAP1 block 131.1 and HePTP inh 4.8.
Screening O=C(CCn1nc(-c2ccccc2)c2ccccc2c1=O)N1CCN(c2ccccc2)CC1 returned BAP1 block 114.8 and HePTP inh 3.3.
For COc1cccc(NC(=O)c2ccccc2NS(C)(=O)=O)c1 the results were BAP1 block 55.2 and HePTP inh 14.1.
N#CCSc1nc2c(c(=O)n1Cc1ccco1)C1(CCCC1)Cc1ccccc1-2 was read as HePTP inh -3.0.
Screening CC1(C)CC(=O)C2=C(C1)NCN(Cc1ccccc1)C2 returned BAP1 block 105.6 and HePTP inh 5.1.
For O=C(CCN1C(=O)C2C3C=CC(C3)C2C1=O)NCCc1ccccc1 (stereo not drawn) the results were BAP1 block 98.9 and HePTP inh 2.8.
Cc1ccc2[nH]c3nc(N/N=C/c4cc(Br)c(O)c(Br)c4)nnc3c2c1 was read as HePTP inh 2.0.
Screening N#Cc1ccc(Oc2ccccc2N2C(=O)C3C4C=CC(C4)C3C2=O)cc1 (stereo not drawn) returned BAP1 block 108.1.
`CC(CNC(=O)C1CCCCC1)NC(=O)C1CCCCC1` (stereo not drawn) gave BAP1 block 92.1 and HePTP inh -7.8.
`C=CCN1C(=O)/C(=C\c2ccc(C(=O)OC)cc2)C(=O)NC1=S` gave HePTP inh -5.1.
For CN1C(=O)C2(C(C#N)=C(N)Oc3n[nH]c(-c4ccc(Cl)cc4)c32)c2ccccc21 (stereo not drawn) the results were BAP1 block 93.9 and HePTP inh 4.5.
Cc1c(Cl)cccc1NC(=O)C1CCCCC1C(=O)O (stereo not drawn) was read as HePTP inh -16.3.
COc1ccc(-c2nc3n(n2)C(c2ccccc2Cl)C(C(N)=O)=C(C)N3)cc1 (stereo not drawn) was read as BAP1 block 92.9 and HePTP inh 1.2.
`COc1cc(OC)c(OC)cc1C=NN1CCN(c2ccc(Cl)cc2)CC1` gave HePTP inh 0.7.
`CC(C)Oc1ccc(C2C3=C(CC(C)(C)CC3=O)Nc3ccccc3N2C(=O)C(F)(F)F)cc1` (stereo not drawn) gave BAP1 block 109.1.
For COc1ccc(N(CC(=O)NCc2ccccc2)S(=O)(=O)c2ccc(C)c([N+](=O)[O-])c2)cc1 the results were HePTP inh 5.2.
Screening CC(C)COC(=O)n1c(SCC(=O)N(C)C)nc2ccccc21 returned BAP1 block 92.9 and HePTP inh -1.4.
`Cc1ccc(C)c(NS(=O)(=O)c2ccc3c(c2)C(=NO)c2cc(S(=O)(=O)Nc4cc(C)ccc4C)ccc2-3)c1` gave HePTP inh -17.4.
For Cc1nn2c(N3CCN(c4ccccn4)CC3)cc(C(C)C)nc2c1-c1ccccc1 the results were HePTP inh 10.7.
COc1ccc(Cn2c(CCCO)nc3ccccc32)cc1OC was read as BAP1 block 121.8 and HePTP inh 5.1.
O=C(CCc1nc(-c2ccccc2)no1)NCC1CCCO1 (stereo not drawn) was read as HePTP inh -0.4.
Screening CCOC(=O)C(C(=O)OCC)c1cc(Nc2cccc(C)c2)c2c3c(onc13)-c1ccccc1C2=O returned HePTP inh -13.5.
CCCCOc1cccc(C(=O)Nc2ccc(-c3nc4ccccc4s3)c(O)c2)c1 was read as HePTP inh -4.8.
CCOC(=O)C(=CNc1ccc(F)c(F)c1O)C(=O)OCC was read as HePTP inh -1.9.
`CC(C)CCC(CCC(=O)O)NC(=O)c1ccccc1` (stereo not drawn) gave HePTP inh -14.0.
COc1ccc2c(c1)CCc1c(C(=O)NCCc3ccc(OC)c(OC)c3)noc1-2 was read as BAP1 block 90.5 and HePTP inh -7.1.
